High-throughput results from PubChem.
TcdB inh: blocks C. difficile toxin B glycohydrolase activity | P18177 | TcdB glycohydrolase enzymatic assay, plate reader | inhibition, % at 9.99 µM | 350,000 tested, 0.24% active | AID 652162; in the data active means inhibition above about 10%
Vc quorum ag: induces V. cholerae light production without autoinducers. V. cholerae BH1578 lux reporter, luminescence, 6 h. activation, % at 18.7 µM. 350,000 tested, 0.16% active; in the data active means activation mostly above about 9.7%, no sharp cut-off; further: not every result past the cut was called active; inactives centre near 0; reference of the scale not given here
PriA SSB inh: K. pneumoniae PriA-SSBct interaction inhibition. AlphaScreen SSBct-PriA binding, biotinylated peptide. inhibition, % at 33 µM. 430,000 tested, 0.6% active. AID 1272365; in the data active means inhibition mostly above about 37%, no sharp cut-off; inactive means mostly below about 20%;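 further: plate controls were negative control peptide for no effect and reference peptide for full effect; strong numbers were not always called active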
VHR inh abs: inhibitors of human VHR1 phosphatase (DUSP3); P51452; recombinant VHR phosphatase, pNPP absorbance; inhibition, % at 13.3 µM; 290,000 tested, 0.52% active; in the data active means inhibition above about 50%; further: some compounds called inactive have numbers as strong as hits
Target sequence (P51452 whole entry, looked up): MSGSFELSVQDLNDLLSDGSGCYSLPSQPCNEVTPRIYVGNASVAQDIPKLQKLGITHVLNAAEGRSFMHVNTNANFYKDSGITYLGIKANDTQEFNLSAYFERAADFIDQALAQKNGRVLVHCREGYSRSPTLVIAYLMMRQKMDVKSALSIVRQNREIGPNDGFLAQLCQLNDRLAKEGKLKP
Rv3671c protease: inhibitors of M. tuberculosis serine protease Rv3671c; 320,000 tested, 0.048% active; inhibition, % at 5.96 µM; in the data active means inhibition above about 38%;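 further: extracellular domain of Rv3671c used as enzyme; 0% = enzyme with DMSO and 100% = no enzyme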
Target sequence (P9WHR9 whole entry, looked up, the tested form may be a part): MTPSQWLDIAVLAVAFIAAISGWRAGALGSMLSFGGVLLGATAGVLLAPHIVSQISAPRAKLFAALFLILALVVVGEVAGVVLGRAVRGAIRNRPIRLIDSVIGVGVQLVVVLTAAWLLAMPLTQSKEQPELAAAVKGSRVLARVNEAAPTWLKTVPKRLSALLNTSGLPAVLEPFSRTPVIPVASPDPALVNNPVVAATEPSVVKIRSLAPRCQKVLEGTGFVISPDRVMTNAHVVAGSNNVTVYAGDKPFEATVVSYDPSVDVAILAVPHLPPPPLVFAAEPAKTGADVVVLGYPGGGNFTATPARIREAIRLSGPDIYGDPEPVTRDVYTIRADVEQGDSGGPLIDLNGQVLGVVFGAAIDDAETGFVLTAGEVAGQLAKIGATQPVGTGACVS
Y pestis TopoI: Y. pestis Topo-I inhibition via cleavage products; Y. pestis Topo-I cleavage product accumulation, plate reader; activity, % at 10 µM; 360,000 tested, 0.064% active; AID 504884; in the data active means activity above about 50%, passing the limit was not always enough; further: inactives centre near 2
SARS 3CLpro inh: SARS-CoV 3CLpro protease inhibition; recombinant SARS-CoV 3CLpro, quenched FRET peptide cleavage; inhibition, % at 6 µM; 290,000 tested, 0.14% active; AID 1706; in the data active means inhibition above about 12%
Anthrax LF prot: anthrax lethal factor protease inhibition; P15917; multiplex microsphere protease cleavage assay, LF; inhibition, % at 10 µM; 360,000 tested, 0.12% active; AID 588501; in the data active means inhibition above about 30%; further: plate controls were buffer without enzyme for full effect and enzyme alone for no effect
PfHsp40 yeast: compounds rescuing yeast from Plasmodium falciparum HSP40 toxicity; S. cerevisiae expressing PfHsp40, growth rescue, ATP luminescence; growth rescue, % at 12.5 µM; 340,000 tested, 0.68% active; in the data active means growth rescue above about 28%, passing the limit was not always enough;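 further: yeast W303a lacking pdr1 and pdr3 grown in galactose medium; growth measured after three days at 30 °C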
MazEF act: increases E. coli MazEF RNase cleavage of RNA. AID 504720. activation, % at 20 µM. P0AE70. FAM/BHQ RNA-DNA oligo cleavage fluorescence, 5 h. 350,000 tested, 0.32% active; in the data active means activation above about 50%
Target sequence (P0AE70 whole entry, looked up): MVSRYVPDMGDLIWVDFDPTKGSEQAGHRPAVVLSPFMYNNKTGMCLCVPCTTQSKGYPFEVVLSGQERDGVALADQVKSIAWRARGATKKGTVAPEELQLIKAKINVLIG
An asterisk follows results filed as active; i = inactive; x = not tested or not shown; & = joins results of further samples. A portion of the library; rates above refer to the full screens.

SMILES	TcdB inh	Vc quorum ag	PriA SSB inh	VHR inh abs	Rv3671c protease	Y pestis TopoI	SARS 3CLpro inh	Anthrax LF prot	PfHsp40 yeast	MazEF act
Cc1cnn(C(=O)c2cc(-c3ccccn3)nc3ccc(Cl)cc23)c1	1.5	-0.8	3	39	9	-2	-8	-6	-0.8	-10
O=C(NCC1CCCO1)C1CCN(C2CCN(Cc3ccco3)CC2)CC1 (stereo unspecified)	1.9	-6.7	-12	25	-11	-2	-2	0	-0.3	-8
Cn1c(=O)c2cc(NC(=O)Cc3ccccc3F)ccc2n1C/C=C/c1ccccc1	1.1	i	x	x	x	28	x	-3	x	x
Cc1ccc(/C=C/C(=O)N2CCN(S(=O)(=O)/C=C/c3ccccc3)CC2)o1	-0.3	-0.5	3	9	-5	8	1	-6	0.5	10
O=[N+]([O-])c1ccc2c(c1)nc1n2CCCCC1	0.3	-0.5	-11	17	2	-2	1	-2	2.1	16
O=C(CN1C(=O)NC2(CCCC2)C1=O)OCc1ccc(Cl)cc1Cl	0.0	i	-14	x	-6	10	x	0	0.2	3
O=C(Nc1ccc(OC(F)(F)F)cc1)c1cccc(-n2cnnn2)c1	-1.4	i	-2	x	x	-8	x	-2	-1.4	-2
O=C(CSCc1ccc(Cl)cc1Cl)Nc1nccs1	-0.3	-0.4	-9	3	-6	-3	2	0	1.0	-4
Cc1cccc(NC(=O)CCCNC(=O)c2ccc(Cl)cc2)n1	1.5	0.5	-6	24	-1	6	2	-2	0.9	-7
CCCc1cc(=O)oc2c(CN3CCN(C)CC3)c(O)ccc12	0.3	-0.3	3	-16	12	3	-1	-15	-1.5	3
O=C(Nc1ccc(Cl)cc1)c1csc(Cc2ccccc2)n1	0.7	-0.3	-5	6	-5	-11	4	3	-0.3	-1
O=C(c1ccc(NS(=O)(=O)c2cccs2)cc1)N1CCN(c2ccccc2Cl)CC1	0.1	i	-3	0	-3	1	3	1	-0.1	-5
COc1cc(OC)cc(C(=O)N2CCN(C3CCCCC3)CC2)c1	0.9	-0.8	-3	13	1	-1	-6	-3	0.3	2
CCOc1ccc(NC(=S)Nc2cccc3cnccc23)cc1	x	-0.2	33	8	-6	-6	-3	-4	-0.7	3
Cc1ccc(S(=O)(=O)NCCC(=O)Nc2ncccc2O)cc1C	0.3	i	-3	x	7	3	x	-2	1.6	1
Cc1cc(C(=O)N/N=C2/CC(C)CC(C)(C)C2)c(C)o1 (stereo unspecified)	-0.3	-0.4	x	3	5	-6	-2	2	-0.7	-23
CCO[C@H]1OC(C(=O)NCc2ccccc2)=C[C@@H](C)[C@@H]1CCCO	3.2	-0.6	0	26	-2	0	3	-8	-0.7	3
O=C(C[C@H]1C[C@H](C(=O)N2CCCCC2)[C@@]2(CCc3ccccc3)c3[nH]c4cc(-c5ccco5)ccc4c3CCN2C1=O)NCc1cccc(C(F)(F)F)c1	0.4	-0.2	-8	x	x	2	x	-1	-1.6	-3
Cc1nn(-c2ccccc2Cl)c(Cl)c1/C=C(\C#N)C(N)=O	1.8	-0.3	14	-11	0	-3	3	2	0.0	-7
CCOCCCn1c(=S)[nH]c2cc(C(=O)NCC(OC)OC)ccc2c1=O	0.3	-0.5	-3	0	-2	8	1	-4	-1.4	-4
CS(=O)(=O)c1ccc(-c2nnn(CC(=O)Nc3ccc4c(c3)OCCO4)n2)cc1	1.8	-0.3	-3	2	0	3	-6	1	-0.5	10
COc1cc2sc(-c3ccc(S(C)(=O)=O)cc3)c(C(=O)NCc3ccc(C)o3)c2cc1OC	-0.2	6.7	0	x	2	-2	x	0	2.5	0
CCOc1ccc(CCNC(=O)Cc2ccc(NC(=O)C3=C(C)OCCS3)cc2)cc1	3.0	i	-5	27	2	30	1	-3	-0.5	0
O=C(CNC(=O)c1ccccc1F)N/N=C/c1ccc2c(c1)OCO2	-0.5	-0.4	x	4	9	6	-11	2	1.2	3
Cc1ccc(OCC(=O)NCCCNC(=O)c2cccnc2)cc1	-2.2	1.2	6	1	5	1	-4	-10	-1.2	-2
CCCc1ccc(C2=Nn3c(nnc3C(C)C)SC2)cc1	x	-0.1	1	2	0	41	-6	-4	-1.1	-6
CCOc1cc(/C=N/O)ccc1OS(=O)(=O)c1ccc(C)cc1	x	10	x	3	-1	14	4	0	1.7	1
COc1cc2c(cc1OC)[C@@H](NC(=O)CCc1ccccc1)[C@H](OCc1ccccc1)C2	1.0	-1.1	3	x	x	34	x	0	1.5	-1
O=C(Nc1nnc(-c2ccccc2Cl)o1)c1ccco1	x	-0.2	-12&8	2	3	6	0	-1	0.7	-1
CN(c1ccccc1)c1nc(N)c([N+](=O)[O-])c(N2CCOCC2)n1	2.7	0.7	-11	5	-8	6	1	-5	-1.3	0
COc1ccc(/C=C2/C(=O)N(c3ccccc3)N=C2C)cc1OC	-7.9	-0.7	-2	-12	x	10	5	-5	-1.3	15
O=C1CSC(c2ccc([N+](=O)[O-])cc2)N1c1ccc(O)cc1 (stereo unspecified)	-5.0	-1.2	0	57*	-9	-6	-3	5	-0.2	1
CCC(C)(C)NC(=O)C(c1ccncc1)N(C(=O)Cn1nnc2ccccc21)c1cc2c(cc1C(C)=O)OCO2 (stereo unspecified)	0.1	-0.2	-3	31	5	0	-2	1	-1.6	-4
Cc1cc(Br)c(S(=O)(=O)NCc2cccnc2)cc1C	0.2	0.5	3	64	-1	1	-6	-5	-0.9	5
CCCCCCOc1ccc(OC(=O)c2ccncc2)cc1	1.8	-0.8	-12	-13	4	21	-5	2	13	-12
O=C(NCc1cccs1)c1cc(-c2cccc(Cl)c2)on1	x	-0.4	-12	11	-6	15	-3	0	-1.5	-29
Cc1ccc(C(=O)N2CCN(S(=O)(=O)c3ccc(C)cc3)CC2)cc1	2.3	-0.4	-3	15	2	-3	1	5	x	-1
COCCCNC(=O)NC(=O)c1ccccc1	x	i	-8	2	0	8	1	1	-0.5	2
C=CCN1C(=O)c2ccc(C(=O)N3CCN(S(=O)(=O)c4cccc(Cl)c4)CC3)cc2C1=O	1.8	-0.3	-3	0	-3	9	0	-5	1.1	0
O=C(COC(=O)c1ccc(S(=O)(=O)C(F)F)cc1)NC(=O)NC1CCCCC1	6.0	5.6	-4	x	3	6	x	2	1.6	-3
O=C(O)CCCC(=O)N1N=C(c2ccccc2)CC1c1ccc2nccnc2c1 (stereo unspecified)	x	-0.1	-6	8	-4	5	3	-1	3.4	-5
C=CCn1c(O)c(N=Nc2ccccc2)c2ccccc21	0.3	i	-4	9	5	-1	-3	1	-1.0	-9
CC1=NN(C(N)=S)C(C)(C)C1	0.1	i	-16	29	2	3	3	12	0.7	14
CCOC(=O)C1=C(C)Nc2ncnn2C1c1cc(OC)ccc1OC (stereo unspecified)	x	7.7	1	-10	7	5	0	-6	0.5	8
O=C(CCCN1C(=O)/C(=C/c2cccc(Br)c2)SC1=S)Nc1cccnc1	0.0	0.5	8	16	-8	0	5	0	-0.6	-1
O=c1[nH]c(=S)[nH]c(O)c1N=Nc1ccc(OC(F)F)cc1	0.4	i	-9	16	4	7	3	-2	-0.6	7
CCC(C)(O)C(=O)OC1C(=O)OC2CC3C(C)=CC(=O)C(O)C3(C)C3C4(O)OCC23C1C(C)C4O (stereo unspecified)	1.6	i	0	x	x	0	x	0	-1.9	7
O=C(c1ccccc1F)N1CCOCC1	1.5	-0.9	-14	25	6	0	1	-5	-0.3	5
c1cncc(CSc2ccc(-c3cccs3)nn2)c1	-0.7	i	-13	11	12	-8	0	-5	5.4	4
O=c1c2ccccc2nnn1CSc1nnc(-c2cccnc2)n1-c1ccccc1F	x	12	-14	0	1	1	-2	-1	0.1	0

As a working copy, part of the list above.
SMILES	TcdB inh	Vc quorum ag	PriA SSB inh	VHR inh abs	Rv3671c protease	Y pestis TopoI	SARS 3CLpro inh	Anthrax LF prot	PfHsp40 yeast	MazEF act
Cc1cnn(C(=O)c2cc(-c3ccccn3)nc3ccc(Cl)cc23)c1	1.5	-0.8	3	39	9	-2	-8	-6	-0.8	-10
O=C(NCC1CCCO1)C1CCN(C2CCN(Cc3ccco3)CC2)CC1 (stereo unspecified)	1.9	-6.7	-12	25	-11	-2	-2	0	-0.3	-8
Cn1c(=O)c2cc(NC(=O)Cc3ccccc3F)ccc2n1C/C=C/c1ccccc1	1.1	i	x	x	x	28	x	-3	x	x

Shown bar-delimited: entries from further up.
SMILES | TcdB inh | Vc quorum ag | PriA SSB inh | VHR inh abs | Rv3671c protease | Y pestis TopoI | SARS 3CLpro inh | Anthrax LF prot | PfHsp40 yeast | MazEF act
COCCCNC(=O)NC(=O)c1ccccc1 | x | i | -8 | 2 | 0 | 8 | 1 | 1 | -0.5 | 2
CCOc1ccc(NC(=S)Nc2cccc3cnccc23)cc1 | x | -0.2 | 33 | 8 | -6 | -6 | -3 | -4 | -0.7 | 3
CCCCCCOc1ccc(OC(=O)c2ccncc2)cc1 | 1.8 | -0.8 | -12 | -13 | 4 | 21 | -5 | 2 | 13 | -12

Next compounds
SMILES	TcdB inh	Vc quorum ag	PriA SSB inh	VHR inh abs	Rv3671c protease	Y pestis TopoI	SARS 3CLpro inh	Anthrax LF prot	PfHsp40 yeast	MazEF act
Cc1ccc(S(=O)(=O)N2CCCCC2)cc1NC(=O)c1ccc2ccccc2n1	0.4	-0.2	-8	16	-11	-4	-2	-1	-0.1	3
CC(C)(C)c1ccc(C2/C(=C(\O)c3ccc4c(c3)OCCO4)C(=O)C(=O)N2CCCN2CCOCC2)cc1 (stereo unspecified)	-0.1	i	x	1	0	10	3	1	1.0	10
COc1ccc(CNC(=O)CN2CCN(S(=O)(=O)c3cccs3)CC2)cc1OC	0.5	i	-7	16	-5	-7	0	-1	-0.5	-1
O=c1cc(COn2nnc3ccc(C(F)(F)F)cc32)nc2sccn12	x	-3.8	-11	25	-5	-3	0	-3	2.4	2
Cc1ccccc1C(=O)NC(=S)Nc1ncccn1	0.0	1.1	2&-14	-8	-9	2	1	-3	-0.3	17
O=C1C2CCCN2C(c2ccc(F)cc2)N1c1cccc(Cl)c1 (stereo unspecified)	0.6	-0.4	-7	2	-3	-5	-5	-4	1.2	-8
Cc1ccc(S(=O)(=O)N2CCOCC2)cc1NC(=O)COc1cccc(Oc2ccccc2)c1	-0.1	i	21	x	0	47	x	1	0.4	-1
CCN1CCN(C2=C(Cl)C(=O)N(Cc3ccccc3)C2=O)CC1	x	i	-11	27	0	5	-4	-4	-1.2	-7
COc1ccc(C(=O)N2CCN(C3CCC(c4ccccc4)CC3)CC2)cc1OC (stereo unspecified)	x	-0.3	0	1	11	27	0	-18	0.6	-1
CN1CCC(NC(=O)Cc2c(F)cccc2Cl)CC1	x	i	1	-14	1	-9	0	1	-2.1	-9
Cc1ccc(C(N)=S)c(C)c1	x	2.9	-3	x	-3	4	1	0	-0.7	2
Cc1ccc(SCc2c(C(=O)N/N=C/c3ccoc3)nnn2-c2nonc2N)cc1	0.1	-0.4	x	24	-24	-8	2	-2	0.1	6
Cc1occc1-c1nnc(SCC(=O)Nc2c(F)cccc2F)n1C	2.1	i	-9	x	-1	-8	x	-3	0.8	-2
CSc1ccc(/C=C(\C#N)C(=O)NC2CCCCC2C)cc1 (stereo unspecified)	1.2	-0.3	2	1	-11	29	-3	2	0.0	4
COCCNC(=O)CSc1nc2cc3c(cc2c(=O)n1CCCC(=O)NCc1ccc(OC)cc1)OCO3	0.3	-3.6	3	3	4	14	1	-2	0.2	0
CCOC(=O)N1CCN(CC(=O)c2c(C)[nH]c3ccccc23)CC1	x	i	1	-8	2	0	3	1	-0.7	6
COc1ccc(C(=O)N2N=C(c3ccc(NS(C)(=O)=O)cc3)CC2c2cccs2)cc1 (stereo unspecified)	-0.2	-0.3	7	20	-21	8	-2	4	-1.4	-7
CN(C(=O)c1ccccc1C(=O)OCC(=O)Nc1ccccc1)c1ccccc1	0.7	i	-1	x	7	9	x	x	-0.3	2
Cc1cn(C2OC(CC(=O)Oc3ccccc3)C(O)C2O)c(=O)[nH]c1=O (stereo unspecified)	1.3	-0.8	-12	x	8	2	x	7	0.5	-5
Nc1c(NCc2ccccc2)c(=O)[nH]c(=O)n1Cc1ccccc1	x	i	-15	0	2	0	0	-1	-0.1	-9
COc1ccc(CNC(=O)C(=O)NCC2CCCO2)cc1 (stereo unspecified)	x	i	-17	10	4	-3	-3	0	0.2	3
